# CHT PAM: human CHT allosteric activation; CHT-expressing cells, membrane potential dye, choline EC20; hits give high values; LV-AA mutant CHT in HEK293 cells; 310,000 compounds, 0.49% hits; AID 488977; Q9GZV3; B-score at 10 µM;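 active means initial fluorescence not abnormally high and integrated response B-score, plate-corrected, over 3 SD above library mean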
# Target sequence (Q9GZV3 whole entry, looked up): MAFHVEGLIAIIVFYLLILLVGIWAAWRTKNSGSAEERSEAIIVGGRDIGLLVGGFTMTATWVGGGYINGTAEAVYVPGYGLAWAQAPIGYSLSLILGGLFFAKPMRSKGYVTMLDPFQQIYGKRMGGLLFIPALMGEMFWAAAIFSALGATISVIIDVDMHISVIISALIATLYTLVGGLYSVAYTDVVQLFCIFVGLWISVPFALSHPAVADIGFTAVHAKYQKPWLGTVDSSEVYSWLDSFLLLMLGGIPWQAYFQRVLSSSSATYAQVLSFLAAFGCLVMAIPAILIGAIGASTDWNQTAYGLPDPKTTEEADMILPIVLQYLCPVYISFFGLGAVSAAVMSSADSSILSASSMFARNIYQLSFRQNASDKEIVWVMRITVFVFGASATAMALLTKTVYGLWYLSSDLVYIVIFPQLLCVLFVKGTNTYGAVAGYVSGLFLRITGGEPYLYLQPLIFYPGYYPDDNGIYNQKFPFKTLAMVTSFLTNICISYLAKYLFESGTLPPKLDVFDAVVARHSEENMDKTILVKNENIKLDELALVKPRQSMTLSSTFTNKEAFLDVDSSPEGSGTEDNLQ
# OX1R antag-1: antagonists of human orexin 1 receptor. O43613. CHO/OX1R cells, Fluo-8 calcium fluorescence, orexin A. inhibition, % at 5 µM. 330,000 compounds, 0.43% hits. AID 434989;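 active means inhibition above its plate's threshold, mean inhibition of all tested compounds on the plate plus 3 SD, cut at about 37% in these data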;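 further: 0% = orexin A challenge wells and 100% = SB-334867-A antagonist wells; not every result past the cut was called active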
# Target sequence (O43613 whole entry, looked up): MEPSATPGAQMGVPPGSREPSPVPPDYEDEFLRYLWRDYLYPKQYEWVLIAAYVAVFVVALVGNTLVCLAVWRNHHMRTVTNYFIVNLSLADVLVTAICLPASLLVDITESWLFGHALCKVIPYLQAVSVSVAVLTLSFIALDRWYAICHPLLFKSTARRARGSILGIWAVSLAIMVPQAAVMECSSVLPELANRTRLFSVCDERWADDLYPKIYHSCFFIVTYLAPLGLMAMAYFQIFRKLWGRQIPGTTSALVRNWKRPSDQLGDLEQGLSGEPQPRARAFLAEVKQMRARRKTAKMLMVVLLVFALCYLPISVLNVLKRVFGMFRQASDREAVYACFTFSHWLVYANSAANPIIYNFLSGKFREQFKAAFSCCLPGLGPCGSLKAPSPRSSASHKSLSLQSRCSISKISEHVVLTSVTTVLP
# OX1R antag-2: OX1R (human) antagonism | O43613 | 330,000 compounds, 1.8% hits | OX1R-expressing cells, FRET antagonist read-out | AID 485270 | inhibition, % at 6.6 µM; in the data active means inhibition mostly above about 38%, no sharp cut-off; inactive means mostly below about 40%;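 further: 0% = agonist challenge alone and 100% = reference antagonist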
# Starred values were filed as active, the others as inactive; i = inactive; nt = not tested or not shown.
SMILES,CHT PAM,OX1R antag-1,OX1R antag-2
CCOC(=O)C1CN(S(=O)(=O)c2ccc(C)cc2)c2cc(S(=O)(=O)CC)ccc2O1 (centres undefined),i,-31.4,16.7
CC(=O)c1c(C)[nH]c(C(=O)CN2C(=O)NC(C)(c3ccc4c(c3)OCCO4)C2=O)c1C (centres undefined),i,-14.8,19.0
Cc1ccc(S(=O)(=O)N2CCCC2C(=O)NCc2ccc3c(c2)OCO3)cc1 (centres undefined),i,-23.7,9.7
Cc1ccccc1-n1nc2c(c1NC(=O)COc1ccc(Cl)cc1)CS(=O)C2 (centres undefined),i,-19.2,10.9
O=C(Nc1c2c(nn1-c1ccccc1)CS(=O)(=O)C2)c1cccs1,i,-13.0,-8.4
Cc1nn(C)cc1N1C(=O)c2cccc3c(N)ccc(c23)C1=O,i,38.4*,25.9
Cc1cc(C)nc(Sc2c(C)nn(-c3ccccc3)c2C)n1,i,-22.0,32.2
Cc1ccc(C(=O)c2oc3nc(C)cc(C)c3c2N)cc1,i,-10.0,15.8
COc1ccc(NC(=O)C2COc3ccccc3O2)cc1 (centres undefined),i,-25.9,3.7
Cc1ccnc(NC(=O)c2cccs2)c1,i,-9.1,17.1
CS(=O)(=O)N(CC(=O)NCCSC1CCCCC1)c1ccccc1,i,-23.6,10.4
Cc1ccc(CNC(=O)c2ccc(NS(=O)(=O)c3c(C)noc3C)cc2)cc1,i,-6.4,7.6
Cn1c(SCC(=O)NC2(C#N)CCCCC2)nnc1-c1cccnc1,i,1.0,38.4
CCN1CCN(CCNC(=O)c2cn(C(C)c3ccccc3F)nn2)CC1 (centres undefined),i,-14.3,13.1
CC(=O)C1C(=O)c2c(cccc2[N+](=O)[O-])C1=Nc1ccccc1C (centres undefined),i,-9.6,4.7
c1ccc(Sc2ncnc3c2oc2ccccc23)cc1,i,-12.3,15.7
O=C(NCc1ccc2[nH]c3c(c2c1)CCCC3)c1ccc(S(=O)(=O)N2CCOCC2)cc1,i,-6.0,1.5
COc1ccccc1CNC(=S)Nc1ccc(F)cc1,i,-17.3,-3.1
CCO[C@@H]1OC(C(=O)O)=C[C@H](c2cn(C(C)=O)c3ccccc23)[C@H]1CCCO,i,7.2,23.0
COc1ccc(CCNC(=O)c2cccc(NC(=O)CC3SC(N4CCCCC4)=NC3=O)c2)cc1OC (centres undefined),i,-12.4,21.0
COc1ccc(OCCN2CCOCC2)cc1,i,7.6,16.7
COc1ccccc1-n1c(CNC(=O)c2ccc(S(=O)(=O)N3CCCCC3)cc2)n[nH]c1=S,i,10.3,10.5
CC(C)(C)OC(=O)N1CCC(c2c(C(=O)O)cnn2-c2ccccc2)CC1,i,-11.0,5.1
Cc1cccc(C)c1NC(=O)C(C)N (centres undefined),i,-3.7,16.4
Cc1cc([N+](=O)[O-])cc([N+](=O)[O-])c1NCC(C)C,i,-31.5,29.4
Cc1ccc(S(=O)(=O)Nc2cc3c(cc2C#N)OCO3)cc1C(N)=O,i,-2.0,5.5
O=C1Nc2c(c(=O)[nH]c(=O)n2-c2ccc(F)cc2)C1(NS(=O)(=O)c1ccccc1)C(F)(F)F (centres undefined),i,3.7,12.9
O=C(NCCCN1CCOCC1)c1ccc(CNS(=O)(=O)c2ccc(F)cc2)cc1,i,-20.5,10.5
O=C(c1ccco1)N1CCCC(c2ccccc2)C1 (centres undefined),i,-14.4,8.4
COc1ccccc1CNC(=O)C1CC(=O)N(c2ccc(C)c(C)c2)C1 (centres undefined),i,21.6,5.9

# Shown as tab-separated lines: part of the list above
smiles	CHT PAM	OX1R antag-1	OX1R antag-2
COc1ccccc1CNC(=O)C1CC(=O)N(c2ccc(C)c(C)c2)C1 (centres undefined)	i	21.6	5.9
CCN1CCN(CCNC(=O)c2cn(C(C)c3ccccc3F)nn2)CC1 (centres undefined)	i	-14.3	13.1

# The list goes on.
SMILES,CHT PAM,OX1R antag-1,OX1R antag-2
Cn1ncc(C(=O)N=S(C)(=O)c2ccccc2)c1[N+](=O)[O-] (centres undefined),i,4.6,9.6
C/C(=N\NC(=S)NCC(C)(C)C)c1cc(F)cc(F)c1O,i,-6.8,17.3
O=C(COC(=O)c1ccc(Cl)cc1[N+](=O)[O-])NNC(=O)c1cccs1,i,-19.7,17.9
CC1=C(C(=O)OC(C)C)C(c2ccc(Br)s2)NC(=O)N1C (centres undefined),i,-17.8,18.9
CC(C)(C)n1nc2c(c1NC(=O)c1ccc(F)c(F)c1)CS(=O)(=O)C2,i,-4.5,10.0
CCN(CC(=O)Nc1ccccc1C(F)(F)F)C(=O)Cc1ccccc1,i,-18.2,34.6
O=C(/C=C/c1ccccc1)NC(=S)Nc1ccccc1C(=O)NC1CCCCC1,i,-34.1,3.7
CNC(=O)c1c(NC(=O)c2cccc(N3C(=O)CCC3=O)c2)sc2c1CCC2,i,-5.6,14.8
Cc1ccc(CSc2nnc(-c3ccco3)n2N)cc1,i,-10.1,16.4
N#Cc1ccc(COC(=O)CC(NC(N)=O)c2ccc(Cl)cc2)cc1 (centres undefined),i,-13.7,-0.4
COCCNC(=O)/C(C#N)=C/c1c(N2CCN(C)CC2)nc2c(C)cccn2c1=O,9.71*,-13.8,23.8
O=S(=O)(/N=C(/Nc1cccc2ccccc12)c1ccc(F)cc1)c1ccccc1,i,-19.1,17.4
COC(=O)c1ccc(OC)c(CSc2nnc(-c3ccc(C(C)(C)C)cc3)o2)c1,i,-25.3,5.6
C=C(C)COc1ccc(-c2[nH]ncc2Oc2cccc(OC)c2)c(O)c1,i,31.2,13.4
CN(Cc1ccccc1)C(=O)COc1ccc(N(C)S(=O)(=O)c2ccc(F)cc2)cc1,i,-24.9,36.8
O=C(Nc1ccc(NC(=O)C2CC2)nc1)c1cnccn1,i,-6.1,9.4
Cc1cc2ncn(-c3ncnc4sc(C)c(C)c34)c2cc1C,i,-20.9,28.2
O=C(COC(=O)Cc1cccc(C(F)(F)F)c1)NCc1ccco1,nt,4.2,-4.9
Cc1ccsc1C(=O)NCc1ccc(F)cc1,i,0.6,13.1
COc1ccc(OC)c(S(=O)(=O)N2CCC(C(=O)Nc3cc(C)ccc3C)CC2)c1,i,-9.1,19.9
O=C(C1CC1)N1CCc2cc(S(=O)(=O)N3CCOCC3)ccc21,i,-7.3,31.9
C=CCOc1ccccc1OCC(O)CNC(C)C (centres undefined),i,-3.4,6.0
O=c1c2ccccc2nc2sc(Nc3cccc(Cl)c3)nn12,nt,-1.0,1.4
COc1ccc(NC(=O)CSc2nc3ccncc3[nH]2)c(OC)c1,i,-11.1,11.1
CCn1cc(C(=O)N(C)Cc2ccc(OC(F)F)cc2)c(=O)c2ccc(C)nc21,i,-28.3,11.5
Cc1cc(C(=O)Cn2nnc(-c3ccc(Cl)cc3)n2)c(C)n1CC1CCCO1 (centres undefined),i,40.6,17.6
O=C(Nc1nc2ccccc2[nH]1)C1CCCO1 (centres undefined),i,2.5,10.5
COc1ccc(/C=N/Nc2ccc([N+](=O)[O-])cc2)cc1Cn1cc([N+](=O)[O-])cn1,i,-2.3,35.2
N#CCSc1ccccc1NC(=O)CN1C(=O)C(=O)N(Cc2ccccc2)C1=O,nt,-8.8,7.7
CCn1c(SCC(=O)Nc2cc(C)c(Cl)cc2OC)nnc1-c1ccco1,i,-26.7,10.3
Clc1ccccc1-c1nc(-c2cccnc2)no1,i,0.6,17.4
N#Cc1ccccc1COC(=O)CCN=C1NS(=O)(=O)c2ccccc21,nt,-5.9,2.2
CC1=NNC(=O)C1C(c1ccccc1)C(C#N)C#N (centres undefined),i,-8.8,4.6
COc1cccc(/C=N/Nc2ccc(C(=O)O)cc2)c1O,i,-2.4,16.9
CCCSCCCNC(=O)Cn1nc(CC)n2c(cc3c(OC)cccc32)c1=O,i,-13.3,-0.7
O=C1NC(=S)SC1=C1CCCCCC1,i,-3.1,27.8
CC(C)CN(C(=O)COC(=O)CCc1nc2ccccc2s1)c1c(N)n(Cc2ccccc2)c(=O)[nH]c1=O,i,-14.2,21.3
O=C(CSc1nc2ccccc2o1)Nc1ccccc1N1CCOCC1,i,-4.8,55.4
COc1cccc(-c2nc(CS(=O)(=O)CC(=O)Nc3ccccc3Cl)c(C)o2)c1,i,5.1,51.3*
COc1ccccc1N1CCN(C(=O)Cn2ncc3c([nH]c4ccccc43)c2=O)CC1,i,-29.4,10.1
NC(=O)CC[C@H](NC(=O)c1ccc(F)cc1)C(=O)OCC(=O)Nc1c(F)c(F)c(F)c(F)c1F,i,-17.0,11.9
CCOCCCNC(=O)CCc1ccc(S(=O)(=O)Nc2ccc(C)cc2)cc1,i,-24.7,11.7
Cc1cccc(-n2c(=O)[nH]c3c(C(N)=O)nc(CC(C)C)nc32)c1,i,-24.0,25.6
CN(c1ccccc1)S(=O)(=O)c1cccc(NC(=O)CSc2nnc(N)s2)c1,i,-7.7,5.6
COc1ccc(CN(CC(O)COCc2ccccc2)S(=O)(=O)c2ccccc2Br)cc1OC (centres undefined),nt,54.6*,46.2*
COc1ccccc1NC(=O)c1cc2c(CO)cnc(C)c2oc1=Nc1ccc(OC)c(OC)c1,i,-20.0,-5.1
O=C(/C=C/c1ccco1)Nc1nc(-c2ccccn2)cs1,i,-5.7,23.4
Cc1cc(N/N=C/c2ccc(O)cc2O)nc(-c2ccccc2O)n1,i,23.3,35.3
Cn1c(SCC(=O)Nc2cccc(S(=O)(=O)NC3=NCCCCC3)c2)nnc1-c1ccncc1,i,-4.2,6.4
CCCc1c(C(=O)Nc2ccc(F)cc2C)cnn1-c1ccccc1,i,-22.5,17.1
# (continued)
SMILES,CHT PAM,OX1R antag-1,OX1R antag-2
CC(Sc1nc2ccccc2c(=O)n1CCc1ccc(S(N)(=O)=O)cc1)C(=O)NC(N)=O (centres undefined),i,-11.4,4.2
CCc1nc2sc3ccccc3c(=O)c2c(=O)n1Cc1ccc(OC)cc1,i,-44.8,13.5
CN(C)S(=O)(=O)c1ccc2oc(SCC(=O)c3c(N)n(C4CC4)c(=O)[nH]c3=O)nc2c1,nt,-5.2,1.2
Cc1ccccc1OCc1occc1C(=O)Nc1cccc(-n2cnnn2)c1,i,-3.8,3.9
COc1ccc(CNC(=O)CCc2nc(-c3ccccc3F)no2)c(OC)c1,i,-7.9,21.9
COc1ccc(OC)c2c(C)cc(N3CCN(C(=O)c4ccc(F)cc4)CC3)nc12,6.55*,-43.9,19.4
COc1ccc(C2CC(C(F)(F)F)n3nc(C(=O)O)cc3N2)cc1OC (centres undefined),i,-12.1,18.0
Cc1ccc(-n2ncc3c2CCCC3NC(=O)CCc2cnccn2)cc1C (centres undefined),i,-15.6,6.8
O=C1c2ccccc2C(=O)N1CCCOc1ccccc1,i,-39.5,21.2
C=C(C)COc1ccc(-c2[nH]ncc2-c2ccc(OC)cc2)c(O)c1,i,-6.2,17.9

# Three records picked at random from those above:
SMILES,CHT PAM,OX1R antag-1,OX1R antag-2
CN(Cc1ccccc1)C(=O)COc1ccc(N(C)S(=O)(=O)c2ccc(F)cc2)cc1,i,-24.9,36.8
COc1ccc(OC)c(S(=O)(=O)N2CCC(C(=O)Nc3cc(C)ccc3C)CC2)c1,i,-9.1,19.9
Cc1ccnc(NC(=O)c2cccs2)c1,i,-9.1,17.1

# Further entries.
SMILES,CHT PAM,OX1R antag-1,OX1R antag-2
Cc1nc(N2CCN(C(=O)c3cnccn3)CC2)c2c3c(sc2n1)CC(C(C)(C)C)CC3 (centres undefined),i,-5.1,3.0
Cn1c(=O)n(C)c2cc(NC(=O)COc3ccc(F)cc3)ccc21,i,-3.6,15.6
O=S(=O)(c1ccc2c(c1)OCCO2)N1CCC(n2nnc3cc(C(F)(F)F)ccc32)CC1,i,-6.3,18.7
CCOCCN(C(=O)c1ccccc1Cl)c1ccccc1,i,-4.4,34.1
CSc1ccccc1NC(=S)Nc1cc(C)cc(C)c1,i,-11.2,2.2
Cc1c(Cl)cccc1NC(=S)NCCN1CCOCC1,i,-14.5,6.1
Cc1ccc(C(C)n2cc(C(=O)NCc3ccncc3)nn2)cc1 (centres undefined),i,-24.0,11.0
O=C(c1ccc([N+](=O)[O-])o1)N1CCN(Cc2ccccc2)CC1,i,-14.8,30.3*
COc1ccc(CCN2C(=O)N(c3ccc(OC)cc3)C(=O)C2CC(=O)Nc2ccc(OC)cc2)cc1 (centres undefined),i,-20.9,4.7
CCOCC(=O)Nc1c(C(=O)OCC)oc2ccccc12,i,-21.1,10.8

# The last 6 records of the section before lead into the next.
SMILES,CHT PAM,OX1R antag-1,OX1R antag-2
CSc1ccccc1NC(=S)Nc1cc(C)cc(C)c1,i,-11.2,2.2
Cc1c(Cl)cccc1NC(=S)NCCN1CCOCC1,i,-14.5,6.1
Cc1ccc(C(C)n2cc(C(=O)NCc3ccncc3)nn2)cc1 (centres undefined),i,-24.0,11.0
O=C(c1ccc([N+](=O)[O-])o1)N1CCN(Cc2ccccc2)CC1,i,-14.8,30.3*
COc1ccc(CCN2C(=O)N(c3ccc(OC)cc3)C(=O)C2CC(=O)Nc2ccc(OC)cc2)cc1 (centres undefined),i,-20.9,4.7
CCOCC(=O)Nc1c(C(=O)OCC)oc2ccccc12,i,-21.1,10.8
O=[N+]([O-])c1cccc(C(=S)N2CCN(c3ccc(F)cc3)CC2)c1,i,-9.4,19.9
CC(=O)Nc1ccc(S(=O)(=O)Nc2nc3ccccc3nc2Cl)cc1,i,1.8,2.4
COc1cc(C=O)ccc1OC(=O)c1cccnc1,i,-6.1,-4.5
O=C(NC1CCCc2c1cnn2-c1cc(F)cc(F)c1)c1ccc[n+]([O-])c1 (centres undefined),i,-9.3,26.4
Cc1cc(C)c(C)c(SCC(=O)Nc2oc(C)c3c(C)n[nH]c(=O)c23)c1C,i,-40.4,23.9
O=C(CCS(=O)(=O)Cc1ccccc1)Nc1nnc(C(F)(F)F)s1,i,-19.3,9.1

# Compound activity as filed in PubChem.
